From PubChem BioAssay
ARNT-TACC3 inh: disrupts binding between human ARNT and TACC3 | Q9Y6A5 | AlphaScreen His-ARNT PAS-B/GST-TACC3 binding, luminescence; TACC3 fragment carries E629A point mutation | inhibition, % at 9.99 µM | 390,000 tested, 0.66% active;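 active = mean inhibition of replicates at least 50% and at least half of replicates each reaching 50%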;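 note: 0% = complete ARNT plus TACC3 wells and 100% = ARNT alone without TACC3; many hits fall short of the cut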
* hit, by the source's call. An excerpt; the hit share may differ from the screen's.

For COC(=O)c1cc(Br)c(=O)n(-c2nccs2)c1 the results were ARNT-TACC3 inh -3.7.
O=c1c(=O)n(O)c2ccccc2n1O was read as ARNT-TACC3 inh -1.5.
For COc1ccc(CCN(Cc2nc3ccccc3c(=O)[nH]2)C(=O)c2ccco2)cc1OC the results were ARNT-TACC3 inh 1.9.
`COc1ccc(C2NCCn3cccc32)cc1` (stereo unspecified) gave ARNT-TACC3 inh -12.1.
`c1ccc2[nH]c(CSc3nnc(-c4ccncc4)o3)nc2c1` gave ARNT-TACC3 inh 6.7.
Screening C/C(=N\NC(=O)CSCc1ccc(Cl)cc1)c1ccc(NC(=O)c2ccccc2)cc1 returned ARNT-TACC3 inh 0.9.
For COc1ccccc1NC(=O)NC1(C(=O)N2CCCCCC2)CCCCC1 the results were ARNT-TACC3 inh -2.1.
Screening Cc1cc(OCCOCCN(C)CCO)cc(C)c1Cl returned ARNT-TACC3 inh 6.7.
`CC(C)NC(=O)c1ccc2c(=O)n(C3CCCC3)c(=S)[nH]c2c1` gave ARNT-TACC3 inh 11.5.
`O=C(COc1ccc(/C=N/NC(=O)c2ccccc2)cc1)Nc1ccc([N+](=O)[O-])cc1` gave ARNT-TACC3 inh 0.8.
For O=C1CC(Cc2ccccc2)C(=O)N1Cc1ccco1 (stereo unspecified) the results were ARNT-TACC3 inh 9.2.
`CCn1cc(C(=O)NC2CCCCC2C)c(=O)c2ccc(C)nc21` (stereo unspecified) gave ARNT-TACC3 inh -1.6.
`O=C(Cn1c(-c2ccccc2)noc1=O)Nc1ccc(N2CCCCCC2)cc1` gave ARNT-TACC3 inh 1.8.
CCC(c1nnnn1CCOC)N1CCN(C(=O)c2ccco2)CC1 (stereo unspecified) was read as ARNT-TACC3 inh -6.8.
Screening Clc1ccc(CSc2nnc(-c3ccncc3)o2)c(Cl)c1 returned ARNT-TACC3 inh 12.6.
Cc1cc(C(=O)CSc2n[nH]c(N)n2)c(C)n1C1CC1 was read as ARNT-TACC3 inh -0.4.
`COc1cccc(NC(=O)COc2ccc(C)cc2)c1` gave ARNT-TACC3 inh -16.2.
Screening Cc1cc(C)nc(-n2nc(C)c(C3(O)C(=O)Nc4ccc(F)cc43)c2N)n1 (stereo unspecified) returned ARNT-TACC3 inh 9.2.
Cc1nc(NC(C)c2ccccc2)c2oc3ccccc3c2n1 (stereo unspecified) was read as ARNT-TACC3 inh -0.6.
`CS(=O)(=O)N(CCc1ccccc1)CC(=O)NCC1CCCO1` (stereo unspecified) gave ARNT-TACC3 inh -3.3.
`CC(=O)NC(CCS(C)(=O)=O)C(=O)Nc1cccc(C(C)=O)c1` (stereo unspecified) gave ARNT-TACC3 inh 6.1.
For O=C1NC(c2ccccn2)Nc2sc3c(c21)CCC3 (stereo unspecified) the results were ARNT-TACC3 inh 65.0*.
For CCSc1nnc(-c2cccs2)o1 the results were ARNT-TACC3 inh -7.8.
COC(=O)c1ccccc1NC(=O)C1CC(=O)N(C2CCCCC2)C1 (stereo unspecified) was read as ARNT-TACC3 inh -2.7.
`CCN1CCN(Cc2cc(=O)oc3cc(C)cc(C)c23)CC1` gave ARNT-TACC3 inh -1.0.
CC(C)(C)n1nnnc1CN1C2CCC1CC(NC(=O)Nc1ccccc1)C2 (stereo unspecified) was read as ARNT-TACC3 inh -2.6.
`CCOc1ccccc1Nc1ncccc1C(=O)N1CCCC1` gave ARNT-TACC3 inh 4.1.
Screening Cc1cccn2cc(CNC(=O)C3CCCCC3)nc12 returned ARNT-TACC3 inh 0.2.
`COCC(=O)n1nc(-c2ccccc2)nc1NCc1ccc(F)cc1` gave ARNT-TACC3 inh -1.8.
Cc1ccc(C(C)n2cc(C(=O)NCc3cccnc3)nn2)cc1 (stereo unspecified) was read as ARNT-TACC3 inh 21.6.
CCCN1CCC2(CC1)C(C#N)=C(N)Oc1c2sc2nc(C)cc(C)c12 was read as ARNT-TACC3 inh 11.7.
For CCN(CC)C(=O)Oc1ccc2c(=O)c(-c3ccccc3)coc2c1 the results were ARNT-TACC3 inh -11.8.
`COc1cccc(NC(=O)N(Cc2ccco2)C(C)c2cccs2)c1` (stereo unspecified) gave ARNT-TACC3 inh -1.4.
For CNC(=O)CN(c1ccc(C(C)C)cc1)S(C)(=O)=O the results were ARNT-TACC3 inh -3.0.
Screening c1cnc2ccc(C(c3nnnn3C3CCCC3)N3CCSCC3)cc2c1 (stereo unspecified) returned ARNT-TACC3 inh 0.7.
`COc1cc(CNc2ccc(C)c(C)c2)cc(OC)c1OC` gave ARNT-TACC3 inh 1.8.
`CN1C(=O)C(O)(CC(=O)c2cccnc2)c2ccccc21` (stereo unspecified) gave ARNT-TACC3 inh -4.4.
Cc1ccc(Nc2nc(-c3c(C)nc4ncccn34)cs2)cc1 was read as ARNT-TACC3 inh 27.0.
For CCCSc1nnc(Sc2nnnn2-c2ccccc2)s1 the results were ARNT-TACC3 inh -3.3.
For CCOC(=O)N1CCN(C(=O)c2n[nH]c(=O)c3ccccc23)CC1 the results were ARNT-TACC3 inh -4.3.
CC1(C)Cc2noc(N)c2C(C)(C)N1OC(=O)c1scc2c1OCCO2 was read as ARNT-TACC3 inh -0.5.
CCC(Sc1nc2n[nH]c(C)c2c(=N)n1-c1cc(Cl)ccc1C)C(=O)N1CCOCC1 (stereo unspecified) was read as ARNT-TACC3 inh 1.2.
N#CCSc1ncnc2c1cnn2CCO was read as ARNT-TACC3 inh 0.1.
For Cc1cccc(CNC(=O)c2ccccc2N)c1 the results were ARNT-TACC3 inh -0.8.
`CCOC(=O)CC1=CC(=O)Nc2ccccc2N1` gave ARNT-TACC3 inh -3.1.
Screening COc1cccc(OCc2cc(C(=O)N3CCN(C)C(c4ccccc4)C3)no2)c1 (stereo unspecified) returned ARNT-TACC3 inh 1.5.
Screening COc1ccc(CCCc2nnc(SCC(=O)Nc3cc(C)ccc3C)o2)cc1 returned ARNT-TACC3 inh -6.7.
Screening O=C(Nc1ccc(N2CCCCC2)cc1)c1ccccn1 returned ARNT-TACC3 inh -2.5.
For COc1ccc(OC)c(Nc2nc(-c3ccc(O)c(O)c3)cs2)c1 the results were ARNT-TACC3 inh -71.7.
For Fc1ccc(CSc2nc3ccccc3[nH]2)cc1 the results were ARNT-TACC3 inh -23.2.
`CC1CCN(C(=O)CSc2nc3cccnc3n2C)CC1` gave ARNT-TACC3 inh -17.4.
Screening CCc1nnc(NC(=O)CSc2nnc(COc3ccccc3)n2-c2ccc(C)cc2)s1 returned ARNT-TACC3 inh 0.0.
For O=C(CN1CCC2(CC1)OCCO2)c1ccc2cc[nH]c2c1 the results were ARNT-TACC3 inh -5.5.
Screening Nc1cc2nsnc2cc1Br returned ARNT-TACC3 inh -130.3.
Screening O=C(N1CCN(c2cccc(Cl)c2)CC1)C1(S(=O)(=O)c2ccc(Cl)cc2)CC1 returned ARNT-TACC3 inh -2.6.
`COc1cccc(N(C(=O)c2cccs2)c2nc3ccccc3s2)c1` gave ARNT-TACC3 inh -15.6.
Screening O=C(CSc1nc2ccccc2o1)Nc1ccc(N2CCOCC2)c(Cl)c1 returned ARNT-TACC3 inh 2.9.
Screening COC(=O)c1[nH]nc2c1C(=O)N(C1CCCCC1)C2=O returned ARNT-TACC3 inh -2.6.
For Cc1cc(-c2nnc(SCC(=O)N3C(C)CCCC3C)o2)no1 (stereo unspecified) the results were ARNT-TACC3 inh -0.1.
`CCCCCCSC1=C(C#N)C(=O)NC2(CCCCC2)S1` gave ARNT-TACC3 inh -4.3.
For CCN1C(=O)N/C(=C/c2ccc(Sc3ccc(C)cc3)o2)C1=O the results were ARNT-TACC3 inh -1.7.
For COc1ccc(C(c2nnnn2C(C)(C)C)N2CCN(C)CC2)cc1OC (stereo unspecified) the results were ARNT-TACC3 inh 3.8.
For Cc1cccc(N(C)C(=O)CCS(=O)(=O)c2cccc3nonc23)c1 the results were ARNT-TACC3 inh 9.3.
Screening COc1ccc(C(C)=O)c(OC(=O)c2ccco2)c1 returned ARNT-TACC3 inh -1.7.
For CCc1ccc2[nH]c(=O)c(CN(Cc3ccccc3)Cc3nnnn3Cc3ccco3)cc2c1 the results were ARNT-TACC3 inh 2.7.
`Cc1cc(NC(=O)NC2CCCN2S(=O)(=O)c2ccc(Cl)cc2)no1` (stereo unspecified) gave ARNT-TACC3 inh -1.4.
Screening C(=N\N1CCN(C2c3ccccc3-c3ccccc32)CC1)/c1cccs1 returned ARNT-TACC3 inh 13.9.
`O=C(O)c1cc(-c2ccc(Cl)cc2)n[nH]1` gave ARNT-TACC3 inh 2.4.
Screening O=C(CSCC(=O)OCC(=O)c1ccc(Br)cc1)Nc1cccc2ccccc12 returned ARNT-TACC3 inh -15.2.
Screening CCOC(=O)C(CC)(CC)C(=O)/C=C/c1cccc(Br)c1 returned ARNT-TACC3 inh 20.9.
O=C(N/C=C/c1ccc(Cl)cc1)NCc1ccc(Cl)cc1 was read as ARNT-TACC3 inh 0.4.
`COc1ccc(O)c(C(=O)c2cc(C#N)c(=O)n(-c3c(C)n(C)n(-c4ccccc4)c3=O)c2)c1` gave ARNT-TACC3 inh 1.4.
For CC(C)COC(=O)Nc1ccccc1C(=O)N1CCOCC1 the results were ARNT-TACC3 inh -4.5.
CCOC(=O)N1CCC(NS(=O)(=O)c2cc(Br)cnc2N)CC1 was read as ARNT-TACC3 inh 7.1.
CCOC(=O)C1CSC(CC(=O)Nc2ccc(Cl)cc2)C(=O)N1 (stereo unspecified) was read as ARNT-TACC3 inh -2.9.
O=C(CSc1nc(-c2ccccc2)cs1)NC(=O)NCc1ccco1 was read as ARNT-TACC3 inh -4.3.
Screening CC(OCc1ccccc1)C(NC(=O)OC(C)(C)C)C(=O)NCC1CCCO1 (stereo unspecified) returned ARNT-TACC3 inh 9.6.
Cc1ccc(NC(=O)CC2C(=O)NC3CCCCC3N2C(=O)c2ccc(F)cc2)cc1C (stereo unspecified) was read as ARNT-TACC3 inh 0.6.
For CCn1c(SCC(=O)Nc2ccc(C)cc2)nnc1-c1ccc(O)cc1 the results were ARNT-TACC3 inh -0.2.
Screening O=c1c2c(-c3ccccc3)csc2nc2n1CCC2 returned ARNT-TACC3 inh -26.7.
Cc1oc(-c2ccccc2F)nc1CN1CCC(C(=O)NCc2cccs2)CC1 was read as ARNT-TACC3 inh 8.1.
O=C(Cn1nnc(-c2cccs2)n1)OC1CCCCC1 was read as ARNT-TACC3 inh -7.8.
Screening Cc1ccc2c(c1)c(=O)c1c3n2CCN(C(=O)CCl)C3CC1 (stereo unspecified) returned ARNT-TACC3 inh 6.7.
Screening CC1(C(=O)N(CC(=O)NC2CCCC2)C2CCCC2)CC(=O)N=C2C=CC=CN21 (stereo unspecified) returned ARNT-TACC3 inh 1.3.
For COc1ccccc1N(C(=O)CNS(=O)(=O)c1ccccc1)C(C(=O)NCc1ccco1)C(C)C (stereo unspecified) the results were ARNT-TACC3 inh 3.2.
Screening CC(NC(=O)NCC1CCCO1)(C(F)(F)F)C(F)(F)F (stereo unspecified) returned ARNT-TACC3 inh -0.9.
COc1ccc(CNc2nc3nc(C)c(Cl)c(C)n3n2)cc1OC was read as ARNT-TACC3 inh -2.4.
CCOC(=O)C1=C(c2ccccc2)Nc2ncnn2C1c1cc(OC)cc(OC)c1OC (stereo unspecified) was read as ARNT-TACC3 inh -4.6.
Screening CCN(CC)c1ccc(NC(=O)Nc2cccc3ccccc23)cc1 returned ARNT-TACC3 inh 2.0.
NC1(N)OC(CN2C(=O)c3ccccc3C2=O)CS1 (stereo unspecified) was read as ARNT-TACC3 inh -2.7.
For Cc1cc(C)c(C#N)c(N2CCCC(C(N)=O)C2)n1 (stereo unspecified) the results were ARNT-TACC3 inh -3.9.
Screening CCOc1ccc2[nH]c(=O)c(CN(Cc3ccco3)C(=O)c3ccc(Br)cc3)cc2c1 returned ARNT-TACC3 inh -3.8.
Screening O=c1c2c([N+](=O)[O-])cc([N+](=O)[O-])cc2sn1-c1ccc(Br)cc1 returned ARNT-TACC3 inh 34.6.
CCn1ncc(/C=N/NS(=O)(=O)c2ccc(Cl)cc2)c1C was read as ARNT-TACC3 inh -0.8.
CSc1nc(Cl)cc(N(CCO)CCO)n1 was read as ARNT-TACC3 inh -2.6.
Screening COc1cccc(CNn2cnnc2)c1OCc1ccccc1F returned ARNT-TACC3 inh -3.6.
`CCOC(=O)N1CCN(C(=O)CSCC(=O)Nc2nc(-c3cccs3)cs2)CC1` gave ARNT-TACC3 inh -2.8.
COc1ccc(NC(=O)C2=C(C)Nc3ncnn3C2c2ccccc2C(F)(F)F)c(OC)c1 (stereo unspecified) was read as ARNT-TACC3 inh 2.4.
Screening CS(=O)(=O)N1CCN(c2cccc(Cl)n2)CC1 returned ARNT-TACC3 inh -37.4.
For O=C(Nc1cccnc1)C1CC(c2ccc(Cl)c(Cl)c2)=NO1 (stereo unspecified) the results were ARNT-TACC3 inh 5.9.
For NC(=O)C1CCN(c2nc(-c3cccs3)cs2)CC1 the results were ARNT-TACC3 inh 0.8.
For Cc1cccc(CSc2nnc(NC(=O)c3ccco3)s2)c1 the results were ARNT-TACC3 inh -1.5.
For COc1ccc(C/C(N)=N/OC(=O)Cc2ccccc2)cc1 the results were ARNT-TACC3 inh -4.1.

Looked up by structure from the list above (three):
Screening CC1(C(=O)N(CC(=O)NC2CCCC2)C2CCCC2)CC(=O)N=C2C=CC=CN21 (stereo unspecified) returned ARNT-TACC3 inh 1.3.
`CCOC(=O)N1CCN(C(=O)CSCC(=O)Nc2nc(-c3cccs3)cs2)CC1` gave ARNT-TACC3 inh -2.8.
COc1ccc(NC(=O)C2=C(C)Nc3ncnn3C2c2ccccc2C(F)(F)F)c(OC)c1 (stereo unspecified) was read as ARNT-TACC3 inh 2.4.

7 entries from above, ordered by formula weight, smallest number first:
CSc1nc(Cl)cc(N(CCO)CCO)n1 was read as ARNT-TACC3 inh -2.6.
Screening CS(=O)(=O)N1CCN(c2cccc(Cl)n2)CC1 returned ARNT-TACC3 inh -37.4.
For Cc1cccc(CSc2nnc(NC(=O)c3ccco3)s2)c1 the results were ARNT-TACC3 inh -1.5.
For O=C(Nc1cccnc1)C1CC(c2ccc(Cl)c(Cl)c2)=NO1 (stereo unspecified) the results were ARNT-TACC3 inh 5.9.
CCOC(=O)C1=C(c2ccccc2)Nc2ncnn2C1c1cc(OC)cc(OC)c1OC (stereo unspecified) was read as ARNT-TACC3 inh -4.6.
COc1ccc(NC(=O)C2=C(C)Nc3ncnn3C2c2ccccc2C(F)(F)F)c(OC)c1 (stereo unspecified) was read as ARNT-TACC3 inh 2.4.
Screening CCOc1ccc2[nH]c(=O)c(CN(Cc3ccco3)C(=O)c3ccc(Br)cc3)cc2c1 returned ARNT-TACC3 inh -3.8.
